High-throughput results from PubChem BioAssay.
PI5P4K alpha inh: blocks human PI5P4K alpha kinase activity | P48426 | PI5P4Kalpha enzyme, ADP-Glo luminescence, 60 min; stronger effect = lower value | max response, % | hit rate 1.2% among 330,000; active = max response of -50% or lower; inconclusive = between -30% and -50%; inactive = -30% or higher; note: value at the top dose of about 77 µM; % is set by controls: 0 for no effect and ±100 for the full control effect
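qHTS, 1536-well: enzyme/substrate mix, compound by pin tool, 5 microM ATP final; RT 60 min; ADP-Glo reagents 1 (45 min) then 2 (30 min); luminescence.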
PLK1 PBD inh: inhibitors of human PLK1 polo-box domain binding | P53350 | Plk1 PBD binding of FITC phosphopeptide, fluorescence polarization | Potency, µM, without a hit: max response, negative = inhibition, usual class: inhibitors | hit rate 2.8% among 360,000; note: potency is the fitted concentration of half-maximal effect; series mostly up to about 57 µM; % is set by controls: 0 for no effect and ±100 for the full control effect; nearly all actives have a fitted effect of over 65% in size
EPAC2 antagonist: EPAC2 (human) antagonism | Potency, µM (top dose mostly 114 µM), for inactives: at the top dose activity, negative = inhibition, usual class: inhibitors | AID 720708 | EPAC2 GEF exchange of Rap1B-BODIPY-GDP, fluorescence | hit rate 0.18% among 360,000; note: potency is the fitted concentration of half-maximal effect; % is set by controls: 0 for no effect and ±100 for the full control effect; nearly all actives have a fitted effect of over 45% in size; many of its hits are not listed in these tables
WRN inhibitor: blocks human WRN helicase | AID 651768 | hit rate 0.46% among 360,000 | Potency, µM (series often up to 114 µM), inactives show at the highest dose activity change, negative = inhibition, usual class: inhibitors | WRN helicase unwinding, fluorescent forked duplex, kinetic | Q14191; note: potency is the fitted concentration of half-maximal effect; % is set by controls: 0 for no effect and ±100 for the full control effect; nearly all actives have a fitted effect of over 55% in size
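Enzyme (20 nM final) and test compound sit together 15 min at room temperature before substrate addition. Substrate is a single-forked duplex oligonucleotide (100 nM) labelled with fluorophore and quencher, with 2 mM ATP; helicase unwinding raises red fluorescence, read kinetically.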
EPAC1 antag: EPAC1 (human) antagonism; Potency, µM (highest dose often 115 µM), for inactives: at the highest dose activity change, negative = inhibition, hits mostly inhibitors; EPAC1 GEF assay, Rap1b-BODIPY-GDP exchange fluorescence; AID 720709; hit rate 0.14% among 360,000;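 note: potency is the fitted concentration of half-maximal effect; plate controls were vehicle for no effect and positive control for full effect; nearly all actives have a fitted effect of over 50% in size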
CCT chaperon mod: cytosolic chaperonin activity modulation. hit rate 0.3% among 360,000. purified chaperonin ATPase assay, HTRF ADP detection, 30 min. activity change, % (concentration not given with the values), hits read low; in the data active = activity change below about -30%; note: % is set by controls: 0 for no effect and ±100 for the full control effect
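ATPase activity: ADP formed was measured by HTRF Transcreener (665/615 nm ratio) after 30 min at 37 deg C with 10 uM ATP. Compounds screened at one 76 uM concentration against 40 or 20 nM TRiC in Tris pH 7.4/KCl/MgCl2/DTT buffer.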
EPAC1 agonist: activates human EPAC1 exchange factor | O95398 | EPAC1 agonist qHTS, biochemical assay; response scale: 100% = response to 6.5 mM cAMP | Potency, µM (titrated, usually from 154 µM), inactives show at the highest dose activation, hits mostly activators | hit rate 0.073% among 360,000 | AID 720707; note: potency is the fitted concentration of half-maximal effect; nearly all actives have a fitted effect of over 60% in size
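Normalized to 6.5 mM cAMP, activity reflects EPAC1-catalysed release of BODIPY-GDP from Rap1B, followed kinetically over 30 min at 480 nm excitation, 540 nm emission. Reaction contained 100 nM EPAC1, 250 nM Rap1B-BODIPY-GDP, 50 uM GDP.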
Mm-Cpn inhibitor: inhibitors of Methanococcus maripaludis chaperonin (MmCpn); purified Mm-Cpn ATPase, ADP Transcreener TR-FRET; Potency, µM (doses to about 76.9 µM), for inactives: at the highest dose activity, negative = inhibition, most hits filed as inhibitors; hit rate 0.031% among 330,000; note: potency is the fitted concentration of half-maximal effect; % is set by controls: 0 for no effect and ±100 for the full control effect; nearly all actives have a fitted effect of over 80% in size
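ATPase read-out: TR-FRET ADP immunoassay (anti-ADP Eu cryptate vs ADP-d2), ex 320 nm, em 590/665 nm; signal drops as ADP forms. Enzyme 25 nM, ATP 10 uM, 30 min at 37°C after 10 min compound preincubation.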
The depositor's hits bear a star; ? = inconclusive; . = not tested or not shown; [ ] = another dose, or the depositor's remark. Unless noted, calls come from the whole dose curve; as a rule, active = well fitted curve in the direction sought with a large enough effect; inconclusive = small, poorly fitted or top-dose-only effect, or another doubt; inactive = no such curve, though single readings can be large; an effect the other way counts as inactive or inconclusive. The list is partial; count on the stated rates, not on these rows.

smiles,Mm-Cpn inhibitor,PI5P4K alpha inh,CCT chaperon mod,EPAC1 antag,EPAC2 antagonist,EPAC1 agonist,WRN inhibitor,PLK1 PBD inh
COc1ccc(-c2ccc(C(=O)NCc3ccc(N4CCN(C)CC4)cc3)c3occc23)c(C)c1,.,6,0.5,11%,-22%,14%,-3%,-2%
CCCn1nnc(NC(=O)c2ccc(-c3ccccc3)cc2)n1,?,.,-4.7,-9%,-4%,-4%,-10%,-4%
COc1cc(Cl)c(C)cc1NC(=O)CN1CCCCCC1,-4%,-9,-2.9,26%,-2%,4%,-8%,-24%
CCOc1ccc(NC(=O)CN2C(=O)NC3(CCCC3)C2=O)cc1S(=O)(=O)N1CCCCC1,-5%,0,1.3,-9%,-21%,16%,-5%,-2%
Brc1ccc(/C=N/Nc2nc3ccccc3o2)cc1,-1%,6,0.2,?,9%,1%,2%,2%
C[C@H](O)[C@@H]1CN2CCc3c([nH]c4ccccc34)[C@@H]2C[C@@H]1N(C)C(=O)Nc1ccccc1,.,-2,-1.8,8%,-3%,13%,2%,-10%
COc1cc(S(=O)(=O)N2CCN(C)CC2)c(OC)cc1Br,1%,-3,-0.4,2%,11%,-5%,-18%[57.1 µM],-5%
Cn1cnnc1SCC(=O)Nc1ccc(OC(F)F)cc1,0%,-3,0.2,0%,-2%,17%,0%,-4%
Cn1nc(C(=O)NCc2ccccc2)c2c1-c1ccccc1S(=O)(=O)C2,1%,1,-1.2,-4%,-7%,9%,-10%,-13%
COc1cc(NC(=O)c2oc3ccccc3c2C)ccc1NC(=O)c1ccco1,-10%,2,1.7,-12%,-5%,-16%,-23%,4%
COc1ccc(N2CCN(C(=O)CN(c3cccc(OC)c3)S(=O)(=O)c3ccccc3)CC2)cc1,1%,-2,-1.9,-20%,-1%,-8%,-7%,1%
CC(=O)Nc1ccc2c(COC(=O)[C@@H](NS(=O)(=O)c3ccc(C)cc3)C(C)C)cc(=O)oc2c1,-6%,14,-0.6,-17%,-4%,-10%,-14%,0%
O=C(Cn1cnc2c(cnn2-c2ccc(Cl)cc2)c1=O)NCCc1ccccc1,-1%,13,-6.0,-6%,8%,-3%,-9%,2%
CNc1ccc(Oc2c(F)c(F)nc(F)c2F)cc1,1%,-4,0.5,8%,0%,-3%,0%,3%
O=C1C=C(OCCF)CC(c2cccc(Cl)c2)O1 (stereo not given),.,0,.,3%,-13%,-3%,-6%,2%
O=C(Nc1cccc(C(F)(F)F)c1)c1ccc2sc([C@@H]3O[C@H](CO)[C@H](O)[C@H](O)[C@H]3O)nc2c1,.,-4,-1.1,-5%,-9%,1%,9%,-2%
COc1ccc(C(CC(=O)c2ccc(O)cc2)S(=O)(=O)c2ccc(C)cc2)cc1 (stereo not given),1%,.,-4.9,-8%,-25%,30%,-8%,-10%
COc1ccc([C@H]2C[C@@H](O)[C@H](n3cc(COC(=O)c4ccccc4)nn3)CN2C(=O)C2CCCCC2)cc1,.,2,-0.7,7%,-12%,3%,-7%,-6%
Cn1c(=O)cc(OCCCC(=O)Nc2ccccn2)c2ccccc21,0%,3,-0.4,0%,9%,0%,12%,-4%
O=C(NCC(=O)N1CCCCCCC1)c1ccccc1Br,2%,3,-0.6,-3%,1%,-4%,-22%,-5%

Continuation.
smiles,Mm-Cpn inhibitor,PI5P4K alpha inh,CCT chaperon mod,EPAC1 antag,EPAC2 antagonist,EPAC1 agonist,WRN inhibitor,PLK1 PBD inh
CC(C)(C)NS(=O)(=O)c1ccc(NC(=O)C2CCCO2)cc1 (stereo not given),0%,4,0.9,6%,4%,8%,-1%,5%
Cc1ccc(S(=O)(=O)N2[C@@H](c3ccc(Br)cc3)C(C(=O)O)=CC[C@H]2c2ccc(Cl)c(Cl)c2)cc1,2%,-16,0.2,?,?,-17%,-20%,24µM*
N#Cc1c(NC(=O)CSc2nc3ccccc3s2)sc2c1CCCC2,-1%,-4,-2.0,-13%,0%,8%,0%,?
Cc1nc(CSc2n[nH]c(=O)n2-c2cccc(F)c2)cs1,?,0,0.8,1%,3%,4%,7%,-2%
COc1ccc(/C=C/C(=O)OCC(=O)NC2CCCCCC2)cc1,.,0,-0.6,3%,17%,7%,12%,-3%
CC(C)(C)OC(=O)C[C@@H]1C/C=C\C[C@H](CC(=O)N(CCO)Cc2ccccc2)C(=O)N2CCC[C@H]2COC1=O,-1%,8,0.9,4%,10%,0%,-2%,-5%
COc1cccc(CN2CC(C(=O)NCC3CCOCC3)CCC2=O)c1 (stereo not given),0%,-6,-0.6,3%,4%,-2%,-2%,-7%
CCOc1ccc(S(=O)(=O)NCCC(=O)NCc2ccccn2)cc1,-1%,0,-1.9,-13%,-1%,5%,-14%,-1%
Cc1cc(C)nc(Nc2nc3ccccc3[nH]2)n1,1%,1,-1.9,13%,-3%,-2%,5%,-6%
Cc1cccc(Cn2c(N3CCc4ccccc4C3)nc3c2c(=O)[nH]c(=O)n3C)c1,-1%,10,-4.6,5%,12%,-10%,-1%,-1%
Cc1ccc2oc(-c3cccc(NC(=O)c4cc(-n5cnnc5)ccc4Cl)c3)nc2c1,1%,.,-0.5,1%,0%,-8%,-10%,-9%
CC(=O)Nc1ccc(C(=O)NNC(=O)c2cccs2)cc1,-3%,-3,-1.3,-2%,2%,6%,4%,-10%
CC(C)C(NC(=O)/C(=C/c1ccco1)NC(=O)c1ccc(Br)o1)C(=O)O (stereo not given),0%,0,-1.0,6%,23%,2%,-7%,-21%
CC1CCN(S(=O)(=O)N2CCC(C(=O)N3CCC(N(C)CC4CCCO4)CC3)CC2)CC1 (stereo not given),1%,-3,-0.8,2%,3%,2%,-1%,-6%
COc1ccc(C(=O)NC(=S)Nc2cccc(S(=O)(=O)N3CCOCC3)c2)cc1,2%,5,-0.2,-21%,-14%,11%,2%,-7%
Cc1cc2c(=O)oc(-c3ccc(Br)cc3)nc2s1,-4%,2,-1.6,8%,-3%,-1%,2%,-16%
CCn1c(-c2ccccc2)csc1=Nc1ccc(S(=O)(=O)O)cc1,-1%,-11,-0.9,-25%,6%,3%,-26%,-16%
CCN1C(C(=O)Nc2cc(C)on2)=C(O)c2ccccc2S1(=O)=O,-1%,-3,-0.3,-7%,13%,-5%,-6%,5%
Cc1cc(NCc2ccccc2)n2ncnc2n1,0%,2,-0.5,-2%,0%,18%,5%,-11%
COC(=O)c1cccc(Oc2cccc(Cl)n2)c1,1%,1,-3.3,-23%,-10%,9%,8%,-8%

Carrying on:
smiles,Mm-Cpn inhibitor,PI5P4K alpha inh,CCT chaperon mod,EPAC1 antag,EPAC2 antagonist,EPAC1 agonist,WRN inhibitor,PLK1 PBD inh
O=C(Nc1ccccn1)c1cccc(S(=O)(=O)N2CCCCC2)c1,1%,-5,-3.0,3%,3%,6%,5%,1%
Cc1cc(C)c(S(=O)(=O)c2cccc(C(F)(F)F)c2)c(=O)[nH]1,-3%,-4,-1.5,2%,10%,-8%,10%,7%
COc1ccc(NC(=O)CCNS(=O)(=O)c2ccc3c(c2)c(=O)n(C)c(=O)n3C)cc1OC,-2%,2,0.4,-9%,-15%,13%,-2%,-9%
CC(=O)Nc1ccc(S(=O)(=O)Nc2nc3ccccc3nc2Nc2ccc(O)c(C(=O)O)c2)cc1,-10%,-23,-0.4,4%,-5%,7%,-12%[11.6 µM],-20%
Cc1ccc(-c2ccc(C3C(C#N)=C(N)Oc4n[nH]c(C)c43)o2)cc1 (stereo not given),0%,.,0.9,3%,-7%,15%,-28%,?
COC(=O)CNC(=O)COC(=O)C(Cc1ccccc1)NC(=O)c1ccco1 (stereo not given),-1%,0,0.6,0%,-2%,5%,-5%,-4%
Nc1c(Cl)ncnc1NCCc1ccc(O)cc1,4%,-1,-1.8,-15%,-1%,11%,-3%,-24%
CCCn1c(SCC(=O)N(C2CCCCC2)C2CCS(=O)(=O)C2)n[nH]c1=O (stereo not given),2%,3,-0.9,-17%,-1%,13%,-4%,-2%
CCCCCCCCCCCCCC(=O)NO,.,13,-1.0,-18%,5%,-25%,5%,-3%
Cc1ccc(S(=O)(=O)N2CCOCC2)cc1NC(=O)COC(=O)C1(C)CC1(Cl)Cl (stereo not given),0%,0,1.7,-12%,-3%,1%,-2%,-6%
CCOC(=O)C1CCN(C(=O)CN(Cc2ccc(Cl)cc2)S(C)(=O)=O)CC1,1%,6,-0.8,-1%,-6%,6%,4%,-4%
COc1ccccc1C(=O)O/N=C(\N)c1ccccn1,-4%,-1,-0.9,7%,4%,6%,5%,-9%
Cn1c(NCCc2ccncc2)nc2cc(-c3ccccc3)sc2c1=O,.,-1,-0.6,-7%,13%,-6%,?,-12%
NNC(=O)CNC(=O)c1ccc(F)cc1,1%,-1,-3.9,16%,-1%,6%,2%,-9%
CCOC(=O)Cn1nc(-c2ccc(Cl)cc2)ccc1=O,-1%,.,2.1,15%,16%,2%,14%,-5%
O=C(COc1ccccc1-c1ccccc1)N/N=C/c1ccccn1,0%,3,-1.1,-14%,-27%,4%,-3%,-15%
CCOc1ccccc1NC(=O)c1cc(Cl)ccc1NC(=O)c1ccco1,1%,.,-0.1,0%,-2%,-1%,-6%,-1%
COc1ccc(CNN2CCCCC2C(=O)Nc2ccc(OC)c(OCC(C)C)c2)cc1OC (stereo not given),3%,0,-2.1,3%,1%,2%,4%,-11%
CC(=O)c1ccc2noc(-c3ccc(Cl)cc3)c2c1,-2%,3,-2.5,0%,-3%,2%,-5%,-10%
Cc1cc(Cl)ccc1OCCn1cncn1,-6%,-3,-0.6,0%,-26%,11%,1%,4%
COc1ccc(CCNC(=O)CC2Nc3ccccc3NC2=O)cc1 (stereo not given),-3%,-8,-0.7,-10%,-10%,8%,-5%,-27%
COc1ccc(NC(=O)CN(C)CC(=O)N2CCCCCC2)cc1,1%,6,4.4,-18%,-29%,-64%[inhibitor],-16%,-6%
Cc1ccccc1-c1nc(SCc2cccnc2)c2c(=O)n(C)c(=O)n(C)c2n1,2%,1,0.1,-11%,-1%,-4%,10%,-5%

Grouped by structure: the entries above with a CF3 group.
smiles,Mm-Cpn inhibitor,PI5P4K alpha inh,CCT chaperon mod,EPAC1 antag,EPAC2 antagonist,EPAC1 agonist,WRN inhibitor,PLK1 PBD inh
O=C(Nc1cccc(C(F)(F)F)c1)c1ccc2sc([C@@H]3O[C@H](CO)[C@H](O)[C@H](O)[C@H]3O)nc2c1,.,-4,-1.1,-5%,-9%,1%,9%,-2%
Cc1cc(C)c(S(=O)(=O)c2cccc(C(F)(F)F)c2)c(=O)[nH]1,-3%,-4,-1.5,2%,10%,-8%,10%,7%
